H37Rv inhibition = M. tuberculosis growth inhibition, HTS (AID 449762); actives 0.59% (n = 330,000); inhibition, % at 25 µM, or IC50 in µM where a hit was titrated; M. tuberculosis H37Rv growth inhibition, 7H9 media; higher % means a stronger effect; in the data active = a potency from the dose series; inconclusive = inhibition above about 70% without an active follow-up result;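 also: bacterial growth assessed after seven days of incubation; strong numbers were not always called active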
tuberculosis growth = growth inhibition of non-replicating M. tuberculosis (AID 488890) | Mycobacterium tuberculosis non-replicating, growth inhibition; higher % means a stronger effect | inhibition, % at 25 µM; hits with a dose series show IC50 in µM | actives 0.39% (n = 320,000); in the data active = a potency from the dose series; inconclusive = inhibition mostly from about 82% at the one dose, without a potency; inactive = the rest, 99 in 100 with inhibition below about 76%;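 also: plate controls were DMSO cells for no effect and high antibiotic wells for full effect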
VEEV TC-83 Vero = inhibitors of VEEV TC-83 cytopathic effect, confirmation, Vero cells (AID 588727); Vero cells, VEEV TC-83 cytopathic effect inhibition; higher % means a stronger effect; one-dose inhibition, % at 20 µM; IC50 in µM for titrated hits; actives 0.13% (n = 350,000); in the data active = a potency from the dose series; inconclusive = inhibition mostly from about 14% at the one dose, without a potency; inactive = the rest, 99 in 100 with inhibition below about 12%; also: strong numbers were not always called active
influenza NS1A = H1N1 influenza NS1A inhibitors, functional cell based assay (AID 504329); NS1A functional cell-based assay, percent inhibition; higher % means a stronger effect; inhibition, % at 12.5 µM, or IC50 in µM where a hit was titrated; actives 0.3% (n = 340,000); in the data active = a potency from the dose series; inconclusive = inhibition above about 27% without an active follow-up result; also: strong numbers were not always called active
Salmonella PhoP GFP = PhoP regulon inhibitors, Salmonella typhi PhoP promoter GFP reporter, confirmatory (AID 1850) | inhibition, % at 50 µM, or IC50 in µM where a hit was titrated | actives 0.33% (n = 310,000) | Salmonella Typhi PhoP-promoter GFP reporter, fluorescence, 4 h; higher % means a stronger effect; in the data active = a potency from the dose series; inconclusive = inhibition mostly from about 25% at the one dose, without a potency; inactive = the rest, 99 in 100 with inhibition below about 19%;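 also: 0% = induced wells with vehicle and 100% = uninduced wells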
VEEV TC-83 Vero 10K pilot screen = further read-out of VEEV TC-83 Vero, marked with its call; inhibition, %; measured here: 10K pilot screen inhibition
The depositor's hits bear a star; i = inactive; ? = inconclusive; nt = no result given. Compounds as they come; any-hit rate near 1.6%.

SMILES | H37Rv inhibition | tuberculosis growth | VEEV TC-83 Vero | influenza NS1A | Salmonella PhoP GFP | others
Cc1cc(C2=NNC(=NC3CC3)SC2)c(C)n1Cc1ccco1 | 64% | 49% | 11% | -4% | -4%
C=C1N(c2ccccc2)C(=O)OC1(C)C | 11% | -18% | 0.5% | 19% | 4%
COc1ccc(NC(=O)CCC(=O)Nc2nnc(C3CCCCC3)s2)c(OC)c1 | 8% | 12% | 0.6% | 1% | -1%
O=C(CN1C(=O)NC2(CCCC2)C1=O)NCCc1ccc(Cl)cc1Cl | -3% | 9% | 1.8% | -7% | nt
Cc1ccc(SCc2nc3ccccc3[nH]2)cc1 | -6% | 23% | 2.2% | -4% | 7%
CC(=O)OC1CC(C)(C)N(OC(=O)c2ccccc2)C(C)(C)C1 | 0% | -5% | i | -14% | -12%
CCC(C)NC(=O)c1cc(Sc2nnc(C)s2)nc2ccccc12 (stereo unspecified) | 5% | 24% | nt | nt | -4%
O=C(CNC(=O)c1ccco1)OCc1ccc(C(=O)Oc2ccccc2)cc1 | 4.5µM* | 8.2µM* | 1.4% | 0% | -3%
COCCn1cc(C(=O)N2CCC(C)CC2)c2c3ccccc3n(C)c2c1=O | 2% | 28% | i | 3% | -3%
Cc1cccc(NC(=O)C(C)N2C(=O)C3C4CC(C(Br)C4Br)C3C2=O)c1 (stereo unspecified) | -16% | 8% | 4.0% | 3% | 3%
CSc1nc(NNC=O)cc(Oc2ccc(NC(C)=O)cc2)n1 | 0% | 13% | 0.7% | -28% | 2%
CS(=O)(=O)NCCSCc1ccc(Cl)cc1 | 2% | 9% | 2.1% | 0% | -2% | VEEV TC-83 Vero 10K pilot screen=1.0
CC1=CC(=C(C#N)c2nc3ccccc3s2)C=C(C)N1Cc1ccco1 | -6% | -16% | i | -1% | -1%
CCN(C(=O)c1cc2c(=O)[nH]c3ccc(C)cc3c2s1)c1ccccc1C | -3% | -15% | 0.7% | -11% | 16%
Nc1ccc2c(c1)C(=Cc1cccnc1)c1ccccc1-2 | nt | nt | 4.1% | 20% | nt
CCOc1ccc(C)cc1S(=O)(=O)Nc1cccnc1 | -12% | -6% | 0.6% | -10% | 3%
Cc1ccc(NC(=O)CN2C(=O)NC(C)(c3ccccc3)C2=O)c(C)c1 (stereo unspecified) | 5% | -5% | i | 5% | -16%
C=CCn1c(C)c(C(C)=O)c(N2CCCC2)nc1=S | 3% | 12% | 0.2% | 3% | 2%
COC(=O)c1[nH]c(C)c(/C(O)=C2\C(=O)C(=O)N(CCN(C)C)C2c2ccc(C)o2)c1C (stereo unspecified) | -10% | 3% | 1.1% | -20% | 1%
Cc1cccc(NC(=O)COC(=O)c2cc3ccccc3oc2=O)c1 | 2% | i | 0.4% | -1% | 5%
CN1CC(=O)N/C1=N\C(=O)Nc1ccc2c(c1)N(C)C(=O)CS2 | -7% | -17% | 2.7% | 9% | -3%
N#Cc1ccsc1NC(=O)C1CCCN1S(=O)(=O)c1cccs1 (stereo unspecified) | 1% | 6% | 4.1% | -5% | 0%
CCC(C)(C)NC(=O)c1ccc(Sc2nncn2C)c([N+](=O)[O-])c1 | -2% | -9% | 0.1% | -2% | 3%
COc1ccc(CNC(=O)NS(=O)(=O)c2ccc(C)cc2)cc1 | 4% | -3% | i | -8% | 3%
Cc1cccc2c1NC(=O)C21N2CCCC2C(C(=O)c2ccc3ccccc3c2)C12C(=O)Nc1ccccc12 (stereo unspecified) | ? | 65% | nt | nt | 17%
Continued.
SMILES | H37Rv inhibition | tuberculosis growth | VEEV TC-83 Vero | influenza NS1A | Salmonella PhoP GFP | others
CCCOc1ccc(C(C)=O)cc1CSc1nc(O)cc(=O)[nH]1 | -2% | 17% | 1.8% | 5% | 14%
COc1cccc(N2CCN(C(=O)CCCCCNc3nc(=S)[nH]c4ccccc34)CC2)c1 | 14% | 0% | 7.0% | 8% | 6%
O=c1cccc2n1CC1CC2CN(Cc2c(Cl)cccc2Cl)C1 (stereo unspecified) | 3% | 11% | 0.6% | -11% | 4%
CC(/C=C/c1ccc2c(c1)OCO2)=N/NC(=O)c1ccc(C)nc1 | 22% | ? | i | 1% | -1%
CCOC(=O)CCSc1nc(C)cc(C(F)(F)F)c1C#N | 7% | 9% | i | -4% | -6%
CCN(CC)S(=O)(=O)c1cc(C(=O)Nc2ccccc2C(=O)O)ccc1OC | 8% | 9% | 0.9% | 1% | -10%
OC(CNc1ncnc2sccc12)c1ccccc1 (stereo unspecified) | 4% | 18% | 0.8% | 11% | 6%
COc1ccc(C2(c3ccc(OC)cc3)NC(=O)N(CC(=O)N(C)c3ccccc3)C2=O)cc1 | -1% | 21% | 8.2% | -3% | -4%
COc1cc(/C=C2\SC(N)=NC2=O)cc(Cl)c1O | 2% | 0% | 0.4% | 5% | 7%
COC(=O)CNC(=O)COC(=O)c1cc(Cl)cc(Cl)c1N | ? | 19% | 1.7% | -10% | -2%
CC1CCN(C(=O)CNC(=O)Cn2ccc3ccccc3c2=O)CC1 | -11% | nt | 0.5% | -2% | -5%
COc1ccc(NC(=O)CCOc2ccc(C)cc2)cc1S(=O)(=O)N1CCOCC1 | -6% | 16% | 3.2% | -12% | nt
O=C(NCCN1CCN(c2ccccc2F)CC1)C1c2ccccc2C(=O)N2CCc3ccccc3C12 (stereo unspecified) | -4% | 12% | 5.8% | 4% | 22%
N#C/C(=C(/O)C(Cl)c1ccccc1)c1nc2ccccc2s1 (stereo unspecified) | -15% | 17% | 0.5% | -2% | 2%
Cc1nc(NC(=O)CC(C)C)sc1-c1csc(Nc2ccc(Cl)cc2Cl)n1 | 46µM* | 14% | 3.9% | 10% | -7%
O=C(O)c1ccc(-c2noc(-c3ccccc3C(F)(F)F)n2)cc1 | 2% | 10% | 1.0% | -6% | -12% | VEEV TC-83 Vero 10K pilot screen=0.3
O=C(CSc1ccccc1)Nc1ccc2sccc2c1 | ? | ? | 0.3% | 5% | 4%
CC(C)(C)c1ccc(S(=O)(=O)N2CC3CC(C2)c2cccc(=O)n2C3)cc1 (stereo unspecified) | -6% | 12% | 0.2% | -3% | 7%
C=CCn1c(SCC(=O)Nc2ccccc2-c2ccccc2)nc2cc(C(=O)O)ccc2c1=O | 2% | 13% | 0.9% | -10% | 4%
Fc1ccc(N2CCN(Cc3ccc4c(c3)OCO4)CC2)cc1 | -7% | 6% | i | 6% | 4%
COc1ccccc1C(=O)NCCC(=O)Nc1ccc(S(=O)(=O)N2C(C)CCCC2C)cc1 (stereo unspecified) | 35% | 57% | 8.1% | -5% | nt
COc1ccccc1C(=O)Nc1ccc(Nc2ccccc2)cc1 | -4% | -9% | i | nt | 6%
COc1ccc(-c2nnc(SCC(=O)NC3CCCC3)n2C)cc1 | -4% | -3% | i | 10% | -7%
COc1ccc(CCNC(=O)c2ccc(CS(=O)Cc3ccc(C)cc3)o2)cc1OC (stereo unspecified) | -4% | 10% | 2.3% | -1% | -6%
Cc1ccccc1NC(=O)CSc1nnc(Cc2cccn2C)n1-c1ccc(F)cc1 | -12% | 17% | 0.4% | 5% | -6%

Next section (4 carried over from the part before).
SMILES | H37Rv inhibition | tuberculosis growth | VEEV TC-83 Vero | influenza NS1A | Salmonella PhoP GFP | others
COc1ccccc1C(=O)Nc1ccc(Nc2ccccc2)cc1 | -4% | -9% | i | nt | 6%
COc1ccc(-c2nnc(SCC(=O)NC3CCCC3)n2C)cc1 | -4% | -3% | i | 10% | -7%
COc1ccc(CCNC(=O)c2ccc(CS(=O)Cc3ccc(C)cc3)o2)cc1OC (stereo unspecified) | -4% | 10% | 2.3% | -1% | -6%
Cc1ccccc1NC(=O)CSc1nnc(Cc2cccn2C)n1-c1ccc(F)cc1 | -12% | 17% | 0.4% | 5% | -6%
COc1cc(NC(=O)C2CC2)c(OC)cc1NC(=O)c1ccco1 | 12% | 2% | 3.2% | -2% | 1%
COc1ccccc1NCC(=O)N/N=C/C=C/c1ccccc1 | ? | 56% | 2.0% | 5% | -6%
CCc1cccc(CC)c1C(O)c1cccnc1 (stereo unspecified) | 2% | -19% | 0.9% | -3% | -2%
O=C(c1ccc(=O)oc1)N1CCCc2ccccc21 | 4% | -14% | 4.2% | -1% | 4%
Cc1ccc(NC(=S)Nc2ccc(S(=O)(=O)Nc3ncccn3)cc2)cc1Cl | ? | ? | nt | nt | 35%
O=C(O)c1cccc(CN2C(=O)S/C(=C/c3cccc([N+](=O)[O-])c3)C2=O)c1 | -1% | 38% | 2.3% | 12% | -7%
CC(=O)Nc1ccc(C(=O)CSc2nnc(C)o2)cc1 | -5% | 3% | 4.9% | -3% | 10%
Cc1ccccc1/C=N/N1CCN(c2ccccc2)CC1 | -6% | -4% | 0.1% | 7% | -8%
Cc1cc(NS(=O)(=O)c2ccccc2)c([N+](=O)[O-])cc1C | 2% | 61% | 3.9% | 0% | -3%
CCOC(=O)N1CCN(C(=O)c2ccccc2NC(=O)c2ccc(OC)cc2)CC1 | -9% | -2% | 0.8% | 6% | -11%
CCOC(=O)[C@H]1[C@H]2COc3ccc(Cl)cc3[C@@H]2N2C(=O)[C@@H](CO)NC(=O)[C@@]12C | -1% | 10% | 0.6% | 9% | nt | VEEV TC-83 Vero 10K pilot screen=0.2
CC(=O)c1cc(-c2ccccc2)n(CC(=O)NCc2cccs2)c1C | 0% | 0% | 1.2% | -2% | 12%
C[C@H](CO)N1C[C@H](C)[C@@H](CN(C)S(C)(=O)=O)Oc2ccc(NC(=O)NC3CCCCC3)cc2C1=O | 2% | 7% | 2.0% | 3% | nt
O=C(COC(=O)CCCNC(=O)c1ccc(Cl)cc1)NCc1ccccc1Cl | 7% | 46% | i | 2% | 8%
CC(C)(C)c1ccc(COC(=O)CNC(=O)CNC(=O)Cc2ccccc2)cc1 | -2% | 17% | 0.5% | -4% | -7%
COc1ccc(-c2nsc(C(=O)N(c3ccc(F)cc3)C(C(=O)NC3CCCC3)c3ccc(OC)cc3)c2N)cc1 (stereo unspecified) | 4% | 5% | 3.1% | -15% | -6%
COc1ccccc1NC(=O)CSc1nnnn1-c1ccc(C(=O)O)cc1 | 9% | -3% | 0.1% | -1% | 1%
CC(C)c1nnc(NC(=O)c2cccnc2)s1 | -3% | -10% | 0.2% | 11% | 1%
Cc1onc(-c2ccccc2)c1C(=O)Nc1nnc(CC(C)C)s1 | 0% | 9% | 0.9% | 9% | -4%
COc1ccc(C2=NOC(C(=O)NCC(C)C)C2)cc1 (stereo unspecified) | -7% | 36% | i | 2% | 2%
CC1CCN(Cc2c(C(=O)N/N=C/c3cc(Br)ccc3O)nnn2-c2nonc2N)CC1 | 35% | 10% | 10% | 10% | 12%
COC(=O)c1c(NC(=O)CN2CCN(S(=O)(=O)c3ccccc3)CC2)sc2c1CCC(C)C2 (stereo unspecified) | 9% | 20% | nt | nt | 0%
COc1cccc(-c2cc(C(=O)Nc3cccc(O)c3)no2)c1 | 4% | 64% | i | 2% | 13%
CC(=O)c1cccc(NC(=O)c2ccc3c(Cl)c4c(nc3c2)CCCC4)c1 | -9% | -7% | i | 1% | -3%
CCN(CC)C(=O)c1oc2ccc(S(=O)(=O)N3CCCCCC3)cc2c1C | -9% | 2% | i | 5% | -3%
Next part
SMILES | H37Rv inhibition | tuberculosis growth | VEEV TC-83 Vero | influenza NS1A | Salmonella PhoP GFP | others
CCNc1nc(NC(C)CC)nc(Oc2ccc(OCC)nn2)n1 (stereo unspecified) | 8% | 8% | 0.9% | 3% | 5%
COc1cccc(-n2c(SCC(=O)O)nnc2-c2cccnc2)c1 | -1% | -10% | 0.6% | -6% | 7%
Cc1ccc(N(CC(=O)NCc2ccc(Cl)cc2)S(C)(=O)=O)cc1 | 3% | -5% | i | 1% | 1%
Cc1ccc(CNc2nc(C)cs2)cc1 | 6% | 23% | 0.7% | -5% | 9%
O=C(COC(=O)c1cc([N+](=O)[O-])ccc1N1CCOCC1)Nc1ccc(Cl)cc1 | 11% | 21% | 0.1% | -6% | -4%
CC(C)(C)c1cc(N)n(-c2ccc(C(=O)O)cc2)n1 | -6% | -12% | 1.4% | 10% | -6%
COc1ccc(NC(=S)N2CCN(c3ccccn3)CC2)cc1 | 0% | 25% | 0.3% | 5% | -2%
CS(=O)(=O)N(CC(=O)Nc1ccc(S(=O)(=O)N2CCOCC2)cc1)c1ccccc1Cl | -6% | 2% | 2.6% | 8% | 7%

A section from the list above, for reference:
SMILES | H37Rv inhibition | tuberculosis growth | VEEV TC-83 Vero | influenza NS1A | Salmonella PhoP GFP | others
COc1ccc(NC(=S)N2CCN(c3ccccn3)CC2)cc1 | 0% | 25% | 0.3% | 5% | -2%
CS(=O)(=O)N(CC(=O)Nc1ccc(S(=O)(=O)N2CCOCC2)cc1)c1ccccc1Cl | -6% | 2% | 2.6% | 8% | 7%

Screening data (PubChem BioAssay)
